HCV core dimer: blocks dimerization of HCV core protein. TR-FRET GST/Flag-core106 dimerization, 1536-well. inhibition, % at 5 µM. 300,000 compounds, 0.33% hits. AID 1899;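 active = inhibition above the mean of all tested compounds plus 3 SD, set per screening campaign, cut at about 45% in these data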
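assay system = GST-tagged and Flag-tagged HCV core protein residues 1-106 | controls = unlabelled core106 and no-GST-core106 wells | incubation = compound-protein-antibody incubation 4 h at 22.5 °C | probe or stimulus = Eu donor and XL665 acceptor anti-tag antibodies | read-out = % inhibition based on acceptor/donor emission ratio | signal = TR-FRET 671 and 617 nm emission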
PAFAH2 inh: PAFAH2 (human) inhibition; inhibition, % at 3.39 µM; 340,000 compounds, 0.99% hits; Q99487; recombinant PAFAH2, FP-rhodamine activity probe, fluorescence polarization;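 active = inhibition above the mean over all tested compounds plus 3 SD, cut at about 30% in these data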;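 also: inhibitors block probe labeling of enzyme so polarization drops; 0% = enzyme with DMSO and 100% = wells lacking PAFAH2 protein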
procasp7 counter: counter-screen: procaspase-7 (human) activation; P55210; recombinant procaspase-7, Ac-DEVD-pNA absorbance 405 nm; D23A/D198A/D206A triple mutant, cannot self-cleave; scale: DMSO 0, 5 µM enzyme 100; activation, % at 8.5 µM; 330,000 compounds, 0.093% hits;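 active = percent activation above the screen-wide mean plus 3 SD, cut at about 25% in these data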
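Detection: p-Nitroaniline absorbance at 405 nm, read at 0 and 120 min; system: Uncleavable procaspase-7 mutant enzyme; evaluation: % activation from two-timepoint absorbance difference, scaled to controls; times: 1 h enzyme–compound preincubation and 2 h substrate reaction, both 25 °C; buffer or medium: Zinc-free HEPES pH 7.4 with 300 mM NaCl, 0.01% Triton X-100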
CTSL1 counter: counter-screen for PFM18AAP inhibitors: inhibitors of F. hepatica cathepsin L1. 300,000 compounds, 0.49% hits. inhibition, % at 5.96 µM. AID 1906. recombinant F. hepatica cathepsin L1, Z-Leu-Arg-MCA fluorescence;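 active = inhibition above the mean of all tested compounds plus 3 SD, set per screening campaign, cut at about 17% in these data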;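 also: 0% = plate median of test compound wells and 100% = 1 µM Z-Phe-Ala-diazomethylketone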
AHR activator: activators of human aryl hydrocarbon receptor; P35869; AHR-responsive luciferase reporter cells, luminescence; activation, % at 5 µM; 320,000 compounds, 2.5% hits; AID 2796; in the data active = activation above about 47%;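 also: 0% = vehicle wells and 100% = reference agonist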
Target sequence (P35869 whole entry, looked up): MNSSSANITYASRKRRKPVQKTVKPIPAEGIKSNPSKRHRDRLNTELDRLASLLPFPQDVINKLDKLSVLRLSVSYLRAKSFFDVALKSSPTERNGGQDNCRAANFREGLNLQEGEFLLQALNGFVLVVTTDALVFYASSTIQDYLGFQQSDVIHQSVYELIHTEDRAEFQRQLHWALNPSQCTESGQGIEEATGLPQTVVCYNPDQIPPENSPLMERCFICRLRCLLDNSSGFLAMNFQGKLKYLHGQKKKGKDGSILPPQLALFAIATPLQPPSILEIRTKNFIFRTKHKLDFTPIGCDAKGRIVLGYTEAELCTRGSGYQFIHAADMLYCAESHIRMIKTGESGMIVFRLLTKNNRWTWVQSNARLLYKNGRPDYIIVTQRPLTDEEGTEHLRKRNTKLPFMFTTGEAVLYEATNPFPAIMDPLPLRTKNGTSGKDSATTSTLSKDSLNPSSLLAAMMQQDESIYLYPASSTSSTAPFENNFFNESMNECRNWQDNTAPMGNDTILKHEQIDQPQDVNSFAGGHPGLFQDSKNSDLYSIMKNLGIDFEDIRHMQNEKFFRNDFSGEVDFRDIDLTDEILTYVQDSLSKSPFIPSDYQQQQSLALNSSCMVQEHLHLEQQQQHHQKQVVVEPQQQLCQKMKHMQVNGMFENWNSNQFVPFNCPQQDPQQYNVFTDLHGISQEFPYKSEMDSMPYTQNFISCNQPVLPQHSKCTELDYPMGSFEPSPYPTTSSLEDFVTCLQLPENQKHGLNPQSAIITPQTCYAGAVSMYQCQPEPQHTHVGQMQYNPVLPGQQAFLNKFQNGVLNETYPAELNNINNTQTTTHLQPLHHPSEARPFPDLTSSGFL
PP5 primary: inhibitors of human protein phosphatase 5 (PP5); 320,000 compounds, 0.18% hits; P53041; inhibition, % at 6.7 µM; purified PP5c, OMFP substrate fluorescence;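 active = inhibition above the campaign's mean inhibition across all tested compounds plus 3 SD, cut at about 9.5% in these data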;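 also: 0% = DMSO only and 100% = 100 µM cantharidin control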
TPT1 inh: blocks Candida albicans tRNA 2'-phosphotransferase; recombinant caTPT1, FP RNA substrate dephosphorylation; inhibition, % at 5 µM; 300,000 compounds, 0.81% hits; AID 1962;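 active = inhibition above the mean of all tested compounds plus 3 SD, set per screening campaign, cut at about 24% in these data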;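 also: plate controls were DMSO alone for no effect and ferristatin control at 100 nM for full effect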
proCasp3 act: activates human procaspase-3. P42574. activation, % at 8.5 µM. recombinant procaspase-3 D3A, Ac-DEVD-pNA absorbance 405 nm. 330,000 compounds, 0.11% hits;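 active = activation above the mean of all tested compounds plus 3 SD, cut at about 21% in these data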;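 also: 0% = DMSO alone and 100% = DMSO wells spiked with extra 5 µM PC-3 D3A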
Target sequence (P42574 whole entry D9A/D28A/D175A): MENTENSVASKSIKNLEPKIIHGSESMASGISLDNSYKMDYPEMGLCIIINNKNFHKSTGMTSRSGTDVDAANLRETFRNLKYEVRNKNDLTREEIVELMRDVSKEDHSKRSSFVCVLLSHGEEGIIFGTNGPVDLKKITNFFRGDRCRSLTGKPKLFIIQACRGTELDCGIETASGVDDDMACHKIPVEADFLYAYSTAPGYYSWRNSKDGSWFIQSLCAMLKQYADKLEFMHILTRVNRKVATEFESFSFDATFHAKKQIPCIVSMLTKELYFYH
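Technique: 405 nm absorbance of p-nitroaniline, reads at 0 and 120 min; Test system: Procaspase-3 D3A mutant; Incubation: 1 h enzyme-compound preincubation, then 2 h substrate reaction, 25 °C; Repeats: singlicate, each compound tested once; Benchmarks: low control DMSO wells, high control DMSO plus 5 µM PC-3 D3A.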
PP1 counter: blocks human PP1-alpha phosphatase, a PP5 counter-screen; P62136; purified PP1alpha, OMFP fluorescence; inhibition, % at 6.7 µM; 320,000 compounds, 0.9% hits;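 active = inhibition above the mean inhibition of all tested compounds plus 3 SD, computed separately for each screening campaign, cut at about 15% in these data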
Starred values were filed as active, the others as inactive; · = not tested or not shown.

Letters: A = HCV core dimer; B = PAFAH2 inh; C = procasp7 counter; D = CTSL1 counter; E = AHR activator; F = PP5 primary; G = TPT1 inh; H = proCasp3 act; I = PP1 counter
> COc1ccc(NC(=O)COc2nsnc2N2CCCCC2)cc1
  A = 8.3; B = 3.7; C = -1.6; D = -12.5; E = 5.2; F = 2.4; G = -1.5; H = -7.7; I = -6.0

> COCCCNC(=S)N1CCN(C(=O)c2ccco2)CC1
  A = -4.0; B = -3.0; C = -3.9; D = 0.1; E = -0.9; F = -0.2; G = -1.6; H = -0.5; I = -5.2

> CC(=O)CSc1nnc(-c2ccc3c(c2)OCO3)o1
  A = -1.9; B = 2.3; C = 10.4; D = -1.1; E = 18.9; F = -0.5; G = -2.4; H = -1.1; I = -4.4

> OCC1(Cc2cccc(Cl)c2)CCCN(Cc2sc(N3CCCC3)nc2Cl)C1 (stereo not drawn)
  A = 4.8; B = 1.4; C = 1.7; D = 4.3; E = 3.4; F = 3.1; G = -1.4; H = 0.4; I = 3.5

> O=C(C1CCN(Cc2ccc(Cl)cc2)CC1)N1CCN(Cc2ccc3c(c2)OCO3)CC1
  A = 0.8; B = 3.0; C = 1.8; D = -1.1; E = 0.9; F = 4.8; G = -2.4; H = -0.1; I = -0.2

> Cc1ccc(-c2cn3c(n2)SCC3)cc1
  A = -8.3; B = 2.5; C = -0.8; D = 3.3; E = -4.0; F = 2.7; G = -1.1; H = 1.6; I = -0.1

> CC(C)Oc1cccc(NC(=O)c2cnccc2C(F)(F)F)c1
  A = 4.7; B = 0.8; C = 8.0; D = -0.7; E = 3.9; F = -0.1; G = -0.2; H = 0.2; I = -4.4

> Nc1c(C(=O)CSc2nnnn2-c2ccccc2)c(=O)[nH]c(=O)n1C1CC1
  A = ·; B = 6.9; C = -2.4; D = ·; E = 2.2; F = ·; G = ·; H = -3.5; I = ·

> O=C1CN(S(=O)(=O)c2ccc(Cl)cc2C(F)(F)F)CCN1
  A = -4.5; B = 0.8; C = 4.2; D = 4.9; E = 2.4; F = -1.4; G = -2.5; H = 1.5; I = -1.8

> Cc1ccc(CN(CC(=O)NC2CCCC2)C(=O)c2csnn2)cc1
  A = -3.4; B = -3.0; C = -6.6; D = -0.6; E = 1.4; F = -5.6; G = 1.8; H = -0.8; I = -2.7

> C[C@H](NC(=O)C1CC(=O)N(c2ccc3c(c2)OCCO3)C1)C(=O)NCc1ccco1 (stereo partly drawn)
  A = -6.4; B = -6.5; C = 6.4; D = 1.2; E = -0.4; F = 0.3; G = -3.6; H = 11.7; I = -0.4

> CN1CCN(C2=C(Cl)C(=O)C(c3cnc(N4CCCCC4)s3)=C(Cl)C2=O)CC1
  A = -2.7; B = 10.4; C = -23.0; D = -1.4; E = 2.8; F = 4.9; G = -0.2; H = -18.7; I = 5.8

> Cc1ccc(NC(=O)c2ccc([N+](=O)[O-])o2)c(C)c1
  A = 6.9; B = 0.1; C = 8.4; D = 6.5; E = -1.7; F = -0.8; G = -2.3; H = -8.1; I = 0.9

> COc1ccc(NC(=O)C(=O)NCc2ccncc2)c(OC)c1
  A = -1.6; B = 1.9; C = 4.4; D = 5.9; E = -0.8; F = 0.7; G = -2.9; H = 7.8; I = -4.4

> S=C(NCCc1ccccc1)N1CCN(C(c2ccccc2)c2ccccc2)CC1
  A = 14.5; B = -5.7; C = 3.5; D = -7.1; E = -2.7; F = 4.1; G = 5.2; H = 6.5; I = -0.9

> CCOC(=O)c1ccc(CC(=O)c2ccc(O)cc2O)o1
  A = -0.9; B = -2.8; C = -3.4; D = 11.9; E = 4.0; F = -6.3; G = 3.0; H = 0.8; I = 0.4

> Cc1onc(-c2c(Cl)cccc2Cl)c1C(N)=O
  A = 2.5; B = 4.4; C = 2.1; D = 5.3; E = 1.3; F = 1.1; G = 0.8; H = 2.8; I = -4.8

> COc1cc(OC)c(C2N(c3ccccn3)C(=O)C3CCCN32)cc1OC (stereo not drawn)
  A = -3.5; B = -9.3; C = 13.7; D = 0.4; E = 3.1; F = 3.7; G = 0.0; H = 5.6; I = -6.7

> Cc1cccc(S(=O)(=O)N2CN(CC3CCCO3)c3nc4ccccc4nc32)c1 (stereo not drawn)
  A = 12.0; B = 1.4; C = -9.1; D = 1.0; E = 3.3; F = 3.9; G = -3.9; H = 4.2; I = 0.1

> COc1ccc(C2(C)NC(=O)N(CC(=O)Nc3ccc(Br)c(C)c3)C2=O)cc1OC (stereo not drawn)
  A = -13.0; B = -5.2; C = -7.4; D = -3.4; E = 6.9; F = 4.0; G = 0.6; H = 2.7; I = 0.7

> Cc1ccc(S(=O)(=O)N(CC(=O)NCC2CCCO2)Cc2ccc(F)cc2)cc1 (stereo not drawn)
  A = -9.7; B = -0.9; C = -1.0; D = -2.4; E = -2.5; F = 3.2; G = -1.2; H = -11.2; I = 15.3*

> O=C(N1CCOCC1)C12CC3CC(C1)CC(n1cnc(Cl)n1)(C3)C2
  A = -8.4; B = -5.6; C = -1.3; D = -5.2; E = 0.0; F = 2.4; G = -2.6; H = 9.1; I = -1.2

> COc1ccccc1CNC(=O)c1cccc(NC(=O)c2ccccc2)c1
  A = 3.1; B = -7.0; C = 5.4; D = 3.2; E = 9.7; F = 4.9; G = -2.2; H = 1.2; I = 2.4

> O=C(COC(=O)c1cnccn1)c1ccc2ccccc2c1
  A = -0.7; B = -4.4; C = -1.0; D = -22.8; E = -1.6; F = -0.4; G = -2.3; H = -4.1; I = -1.9

> O=C(N/N=C/c1ccccn1)c1ccc(Br)o1
  A = -4.2; B = 1.1; C = -10.0; D = -0.6; E = 8.0; F = -0.1; G = -2.4; H = -1.1; I = -4.9

> Cc1ccc(CC(=O)NC2CCN(C)CC2)cc1
  A = 8.0; B = -9.1; C = 0.8; D = -2.6; E = 0.4; F = 3.8; G = -0.1; H = 1.1; I = 3.1

> O=C(O)CCNS(=O)(=O)c1ccc2c(c1)OCCCO2
  A = 0.2; B = -2.1; C = -1.7; D = -2.3; E = 0.6; F = -1.6; G = -1.7; H = 1.5; I = -3.4

> Cc1c(-n2cc(C(=O)c3cc(F)ccc3O)cc(C#N)c2=O)c(=O)n(-c2ccccc2)n1C
  A = -3.3; B = 7.4; C = 2.9; D = 0.0; E = 15.2; F = 1.9; G = 3.6; H = -7.9; I = 0.4

> Cc1c(NC(=O)C2(c3ccccc3)CCOCC2)c(=O)n(-c2ccccc2)n1C
  A = -7.5; B = -0.3; C = 12.6; D = 2.5; E = 2.7; F = -1.4; G = -1.1; H = 0.6; I = -0.6

> CCOC(=O)C1CCN(C(=O)c2cccc(NC(=O)C(CC)CC)c2)CC1
  A = -6.1; B = 2.5; C = 5.0; D = -2.7; E = 2.8; F = 0.4; G = -1.1; H = 3.4; I = -1.3

> CC(C)c1csc(CN2CCN(Cc3ccc(F)cc3)C(CCO)C2)n1 (stereo not drawn)
  A = 1.8; B = -3.9; C = 1.6; D = -1.5; E = 2.1; F = -0.7; G = 0.5; H = 0.3; I = -3.4

> CCC1CCCCN1CCCNC(=O)CN1C(=O)c2cccnc2Oc2ccc(Cl)cc21 (stereo not drawn)
  A = -23.4; B = -0.8; C = -2.0; D = 11.9; E = 0.5; F = -10.1; G = -4.3; H = -3.4; I = -10.8

> Nc1ccc(Sc2ccc([N+](=O)[O-])cc2)cc1
  A = 4.1; B = 0.3; C = -4.8; D = 4.1; E = 0.9; F = 5.3; G = -0.4; H = -4.9; I = 0.6

> CCOc1ccc(NC(=O)CN(C)CC(=O)Nc2ccc(Br)cc2F)cc1OCC
  A = -5.4; B = 1.8; C = 3.7; D = 0.1; E = 8.7; F = -1.1; G = -0.6; H = -1.4; I = -4.1

> Cc1c(NS(=O)(=O)CC23CCC(CC2=O)C3(C)C)c(=O)n(-c2ccccc2)n1C (stereo not drawn)
  A = 1.0; B = 16.4; C = 1.9; D = -0.8; E = -2.3; F = -2.2; G = -0.7; H = -0.6; I = 3.5

> COc1cc(CC(=O)OCC(=O)Nc2sccc2C(N)=O)cc(OC)c1OC
  A = 12.1; B = -6.7; C = -0.1; D = -1.2; E = 0.0; F = -1.7; G = 2.7; H = -0.7; I = -1.1

> COc1cccc(CN2CCN(C3CSCCSC3)CC2CCO)c1 (stereo not drawn)
  A = -2.3; B = -4.0; C = 4.8; D = -1.8; E = 2.0; F = -0.9; G = 0.7; H = 16.6; I = 1.4

> CN(C(=O)CN1CCCCCC1)c1c(N)n(Cc2ccccc2)c(=O)[nH]c1=O
  A = ·; B = 1.6; C = -0.7; D = ·; E = -2.2; F = 0.5; G = ·; H = -10.4; I = -1.9

> CCNc1nn2ccccc2c1/C=C(\C#N)C(=O)OCC
  A = 0.5; B = 5.3; C = 2.2; D = 2.7; E = 1.4; F = 1.7; G = -1.3; H = -3.4; I = 0.6

> Cn1cc([N+](=O)[O-])c(C(=O)N2CCN(Cc3ccc4c(c3)OCO4)CC2)n1
  A = -17.2; B = 2.8; C = -4.6; D = 4.4; E = 0.7; F = 1.5; G = -3.0; H = 7.2; I = 2.0

> Cc1oc2c(CN3CCCC3)c(O)ccc2c(=O)c1Oc1ccccc1Br
  A = -1.3; B = 1.4; C = 4.7; D = 5.3; E = 3.9; F = 0.5; G = 0.7; H = 0.3; I = -1.3

> Cc1oc(-c2ccccc2F)nc1CS(=O)CC(=O)NC1CCCCC1 (stereo not drawn)
  A = 4.1; B = 6.5; C = 5.8; D = -6.1; E = -3.3; F = 1.9; G = -1.1; H = -6.5; I = -3.7

> COCCn1c(-c2ccccc2)nc(=S)c2c1CC(C)(C)OC2
  A = -3.4; B = 0.5; C = 0.6; D = 9.0; E = 3.0; F = 1.3; G = -1.1; H = 3.0; I = -1.6

> O=C(NC(=S)N1CCCCC1)c1csc([N+](=O)[O-])c1
  A = -2.7; B = ·; C = -8.3; D = -0.9; E = -2.2; F = 1.4; G = -0.1; H = -0.3; I = -1.0

Single entries from above.
PP1 counter, COc1cc(CC(=O)OCC(=O)Nc2sccc2C(N)=O)cc(OC)c1OC = -1.1
TPT1 inh, Cn1cc([N+](=O)[O-])c(C(=O)N2CCN(Cc3ccc4c(c3)OCO4)CC2)n1 = -3.0
HCV core dimer, COc1cccc(CN2CCN(C3CSCCSC3)CC2CCO)c1 (stereo not drawn) = -2.3
PP1 counter, Cc1c(NC(=O)C2(c3ccccc3)CCOCC2)c(=O)n(-c2ccccc2)n1C = -0.6
TPT1 inh, Cc1oc2c(CN3CCCC3)c(O)ccc2c(=O)c1Oc1ccccc1Br = 0.7

Pulled one by one from above (2):
Letters: A = HCV core dimer; B = PAFAH2 inh; C = procasp7 counter; D = CTSL1 counter; E = AHR activator; F = PP5 primary; G = TPT1 inh; H = proCasp3 act; I = PP1 counter
> O=C(N/N=C/c1ccccn1)c1ccc(Br)o1
  A = -4.2; B = 1.1; C = -10.0; D = -0.6; E = 8.0; F = -0.1; G = -2.4; H = -1.1; I = -4.9

> CCNc1nn2ccccc2c1/C=C(\C#N)C(=O)OCC
  A = 0.5; B = 5.3; C = 2.2; D = 2.7; E = 1.4; F = 1.7; G = -1.3; H = -3.4; I = 0.6
